D1 agonist: Allosteric Agonists of the Human D1 Dopamine Receptor: qHTS; AID 504660, 2011; D(1A) dopamine receptor (Homo sapiens), P21728; actives 1% (n = 360,000); activation, % at 2 µM; HEK293 T-REx D1 cells, calcium flux, agonist mode; in the data active means activation above about 30%; further: 0% is about no effect
Target sequence (P21728 whole entry, looked up): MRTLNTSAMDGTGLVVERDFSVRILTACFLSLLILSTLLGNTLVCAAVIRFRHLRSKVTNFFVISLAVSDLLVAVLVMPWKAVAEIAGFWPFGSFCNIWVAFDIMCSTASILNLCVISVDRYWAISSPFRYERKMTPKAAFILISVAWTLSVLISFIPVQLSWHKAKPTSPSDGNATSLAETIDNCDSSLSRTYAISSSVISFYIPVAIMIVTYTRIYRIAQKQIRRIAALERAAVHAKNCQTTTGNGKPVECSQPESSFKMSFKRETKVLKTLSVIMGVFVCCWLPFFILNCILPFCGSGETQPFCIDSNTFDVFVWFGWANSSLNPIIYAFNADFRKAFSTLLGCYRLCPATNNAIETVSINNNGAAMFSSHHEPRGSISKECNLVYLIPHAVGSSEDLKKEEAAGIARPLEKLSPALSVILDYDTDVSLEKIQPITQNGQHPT
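Agonism was scored from calcium flux recorded over 180 s (1 read/s) after pintool compound addition, following a 10-cycle baseline. Cells were inducible force-coupled HEK293 TREx D1, plated overnight at 30 C and loaded with no-wash calcium dye.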
Glioma ERSR ind: qHTS for Inducers of the Endoplasmic Reticulum Stress Response (ERSR) in Human Glioma: qHTS; U87-MG GRP78 promoter luciferase reporter, 16 h; Potency, µM, inactives show at the highest dose activation, most hits filed as activators; AID 602332, 2012; actives 0.02% (n = 420,000); further: potency means the concentration at half of the fitted maximal effect; series mostly up to about 76 µM; % of control where 0% means no effect; nearly all actives have a fitted effect of over 35% in size
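Stably transfected U87-MG human glioma cells carrying a GRP78-based luminescent sensor were seeded at 1000 cells/well, pin-dosed with compounds and incubated 16 h. Luciferase reagent was then added, and end-point luminescence was read after 10 min at room temperature.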
D1 potentiator: Potentiators of Human D1 Dopamine Receptor: qHTS; D(1A) dopamine receptor (Homo sapiens), P21728; HEK293 TREx D1 cells, calcium flux, dopamine EC20 potentiation; potentiation, % at 10 µM; actives 0.036% (n = 360,000); AID 504651, 2011; in the data active means potentiation above about 30%; further: 0% is about no effect
Vif-APOBEC3F blk: qHTS for Inhibitors of Vif-A3F Interactions: qHTS; HeLa A3F-eYFP + Vif (tagged APOBEC3F with the HIV-1 protein that degrades it), YFP fluorescence increase; Potency, µM (doses to about 46.1 µM), without a hit: at the highest dose activity, negative = active; actives 0.2% (n = 390,000); AID 602313, 2012; further: potency means the concentration at half of the fitted maximal effect; % of control where 0% means no effect; nearly all actives have a fitted effect of over 65% in size
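HeLa cells stably expressing A3F-eYFP plus Vif, plated and incubated overnight at 37 deg C, then exposed to compounds overnight at 37 deg C. Blocked degradation read as raised yellow fluorescence (Ex 488/Em 500-530).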
D2 PAM: HTS Assay for Positive Allosteric Modulators of the Human D2 Dopamine Receptor: Primary Screen for Potentiators. HEK293 T-REx D2, calcium flux, EC20 dopamine potentiation. potentiation, % at 10 µM. actives 0.34% (n = 340,000). AID 485347, 2010;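 active means potentiation over 3 SD above the plate norm, cut at about 30% in these data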; further: 0% is about no effect
Target sequence (P14416 whole entry, looked up): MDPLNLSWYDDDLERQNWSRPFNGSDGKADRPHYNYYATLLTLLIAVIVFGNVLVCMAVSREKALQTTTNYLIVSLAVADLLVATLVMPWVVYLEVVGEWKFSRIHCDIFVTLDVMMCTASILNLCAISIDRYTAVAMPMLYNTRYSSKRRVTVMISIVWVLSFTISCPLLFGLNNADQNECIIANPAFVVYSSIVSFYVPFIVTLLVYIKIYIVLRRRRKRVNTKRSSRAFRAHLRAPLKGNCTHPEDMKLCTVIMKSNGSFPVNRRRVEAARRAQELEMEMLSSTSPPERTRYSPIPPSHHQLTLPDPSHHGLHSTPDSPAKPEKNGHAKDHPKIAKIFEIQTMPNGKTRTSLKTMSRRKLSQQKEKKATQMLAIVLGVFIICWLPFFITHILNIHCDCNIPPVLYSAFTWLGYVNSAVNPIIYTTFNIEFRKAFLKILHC
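Cells plated with tetracycline inducer and held overnight at 30 C; calcium dye loaded 30–90 min at room temperature; baseline taken, compound added and read 180 s; EC20 dopamine then added and read 180 s.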
RXFP1 ag: qHTS Assay for Agonists of the Relaxin Receptor RXFP1; HEK293T-RXFP1 cAMP TR-FRET, 30 min; response scale: percent of porcine relaxin response, buffer zero; Potency, µM (series often up to 57.5 µM), for inactives: at the highest dose activation, hits mostly activators; actives 0.3% (n = 370,000); AID 2676, 2010; further: potency means the concentration at half of the fitted maximal effect; on the % scale 0 is the no-effect control and ±100 the full control effect; nearly all actives have a fitted effect of over 60% in size; many of its hits are not listed in these tables
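Agonist response is measured as cAMP accumulation in an RXFP1-transfected HEK293T line under PDE4 inhibition. Values are scaled between buffer-only and 29 nM porcine relaxin, and EC50s come from standard Hill equation fits.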
LDHA inh: qHTS assay for inhibitors of human lactate dehydrogenase | AID 1347041, 2019 | purified LDHA, NADH/diaphorase-resazurin fluorescence; hits give low values | L-lactate dehydrogenase A chain (Homo sapiens), P00338 | actives 0.15% (n = 480,000) | activity change, % (values are at about 110 or 230 µM); in the data active means activity change below about -30%;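 further: plate controls were DMSO wells for no effect and wells without enzyme for full effect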
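Resorufin fluorescence (ex540/em590), read at 0 and 20 min after diaphorase/resazurin addition, reports the NADH left after a 5 min room-temperature reaction of 2 nM human LDH5 with 0.06 mM NADH and 0.2 mM pyruvate.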
D1 antagonist: Antagonist of Human D 1 Dopamine Receptor: qHTS | AID 504652, 2011 | HEK293 TREx D1 cells, calcium flux, dopamine EC80; hits give low values | actives 3.2% (n = 360,000) | activity change, negative = inhibition, % at 10 µM; in the data active means activity change below about -30%; further: on the % scale 0 is the no-effect control and ±100 the full control effect
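Calcium flux readout: force-coupled, inducible Hek293 Trex D1 line, cells induced overnight at 30 C with tetracycline, dye-loaded 30–90 min at RT. Antagonism scored against EC80 dopamine challenge given 180 s after compound.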
Vif-A3G inh: qHTS for Inhibitors of Vif-A3G Interactions: qHTS; Potency, µM (titrated, usually from 46.1 µM), without a hit: top-dose activity, negative = active, most hits filed as inhibitors; HeLa A3G-eYFP + Vif (tagged APOBEC3G with the HIV-1 protein that degrades it), YFP fluorescence, overnight; actives 0.076% (n = 410,000);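 further: potency means the concentration at half of the fitted maximal effect; on the % scale 0 is the no-effect control and ±100 the full control effect; nearly all actives have a fitted effect of over 60% in size; hits raise eYFP signal because A3G escapes Vif-driven loss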
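HeLa cells stably expressing Vif and C-terminally eYFP-tagged A3G, seeded overnight at 37 deg C, then exposed to compound by pintool overnight at 37 deg C. Rise in yellow fluorescence (Ex 488/Em 500-530, Acumen) marks blocked Vif-driven A3G degradation.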
* marks the source's active call; other numbers are inactive results; x = no result given; & = joins results of further samples. Unless noted, the call rests on the fitted dose curve; in most records, active means well fitted curve in the direction sought with a large enough effect; inconclusive means small, poorly fitted or top-dose-only effect, or another doubt; inactive means no such curve, though single readings can be large; an effect the other way counts as inactive or inconclusive. Only part of the results is shown; rates above refer to the full screens.

SMILES	D1 agonist	Glioma ERSR ind	D1 potentiator	Vif-APOBEC3F blk	D2 PAM	RXFP1 ag	LDHA inh	D1 antagonist	Vif-A3G inh
COCCNC(=O)CN1CCC(n2c(C)nc3cc(C(F)(F)F)ccc32)CC1	4	-1%	-3	-3%	2	0.6%	2	-18	0%
O=C(O)c1ccccc1NS(=O)(=O)c1ccc(NN=Cc2cccc(Cl)c2)c([N+](=O)[O-])c1	x	-5%	x	0%	x	x	0	x	1%
COC(=O)/C=C/c1ccccc1CN1[C@@H](CC(=O)OC)c2ccccc2S1(=O)=O	0	-5%	2	0%	0	1.0%	-5	-6	-8%
CC1=C(C)SC(=C(C#N)c2nnc(N3CCOCC3)n2-c2ccccc2)S1	4	-4%	-5	0%	6	0.4%	-11	2	1%
CC[C@H](C)C(=O)N[C@H]1CCCN1C(=O)/C=C/c1ccccc1	-1	1%	5	-1%	-4	1.9%	-1	9	-4%
CCOC(=O)C1(Cc2ccccc2C(F)(F)F)CCN(C(C)COC)CC1 (stereo not given)	3	-3%	1	-8%	-6	-1.4%	-4	-28	0%
CCCC12CN3CC(CCC)(CN(C1)C3c1c[nH]c3ccccc13)C2=O (stereo not given)	0	-2%	0	-19%	17	0.3%	-3	7	3%
Cc1ccccc1NC(=O)C1Cc2ccccc2CN1C(=O)OCc1ccccc1 (stereo not given)	1	-2%	3	3%	-2	-0.2%	4	0	-13%
CC(Oc1ccc(Cl)cc1Cl)C(=O)NN=C1CCN(C)CC1 (stereo not given)	0	-1%	-2	3%	7	-0.9%	1	5	-3%
O=C1OCCC1N1C(=O)c2ccccc2S1(=O)=O (stereo not given)	1	-4%	-2	x	4	2.6%	-3	3	-7%
CC(=O)Nc1ccc(NC(=O)COc2ccc(-c3ccccc3)cc2)cc1	2	0%	-1	-5%	1	-1.5%	-8	13	0%
O=C1C2C3C=CC(C3)C2C(=O)N1Cc1ccc(CN2C(=O)C3C4C=CC(C4)C3C2=O)cc1 (stereo not given)	10	-4%	-4	0%	-7	1.7%	-12	35	1%
O=C(Nc1ccc(-c2nc3ccccc3o2)cc1)c1ccc2c(c1)OCO2	1	-4%	-2	-7%	-3	3.9%	-11&7	-4	-13%
Cc1cc(C)c2c(CC(=O)NNC(=O)c3ccccc3)coc2c1	-1	-4%	-7	-7%	0	0.8%	-1	1	-10%
CC(=O)N1CCc2c(sc3c2c(=O)n(CCc2ccccc2)c(=O)n3Cc2ccc(Cl)cc2)C1	6	-2%	-6	-5%	7	-0.8%	1	15	-9%
Cc1csc(N2CCCC2c2nc3cc(Cl)c(N4CCCCC4)cc3n2CCCO)n1 (stereo not given)	x	-1%	x	-1%	x	x	-4	x	-6%
CN(C)CCCN(Cc1cc2cc3c(cc2[nH]c1=O)OCO3)C(=S)Nc1cccc(Cl)c1	5	-7%	-5	-2%	-8	1.6%	-4	0	-25%
CC(=O)Nc1ccc(/C=N/N2C(=O)NC(C)(c3ccc(OC(F)F)cc3)C2=O)cc1 (stereo not given)	96*	18%	-12	10%	-14	-0.9%	-10	-50*	-6%
COC(=O)c1cc(C(=O)NCc2ccc3c(c2)OCO3)cc([N+](=O)[O-])c1	0	2%	-8	-8%	-1	-0.4%	0	2	0%
O=C(COC(=O)Cc1c[nH]c2ccccc12)Nc1cc(S(=O)(=O)N2CCOCC2)ccc1Cl	x	-1%	x	-1%	x	x	-4	x	1%
Cc1ccc(S(=O)(=O)/N=C(\c2ccc(F)cc2)n2c(C)nc3ccccc32)cc1	2	2%	0	3%	-3	2.3%	-5	1	1%
CCOc1ccc(-c2nnc3ccc(SCC(=O)NCc4ccco4)nn23)cc1	x	-4%	x	-1%	x	15%	-10	x	1%
O=S1(=O)CCOCCN1Cc1ccccc1	0	-4%	-6	-5%	-3	-0.1%	2	5	-11%
CC(C)c1onc(C(=O)NCc2ccc(Cl)cc2)c1[N+](=O)[O-]	1	-2%	-9	1%	-3	-0.4%	-8	10	-1%
Cc1cc(-c2nnc(SCC(=O)N3C(C)CCCC3C)o2)no1 (stereo not given)	1	-1%	0	4%	6	1.6%	0	-15	1%

Brought forward from above: two compounds; new compounds follow.
SMILES	D1 agonist	Glioma ERSR ind	D1 potentiator	Vif-APOBEC3F blk	D2 PAM	RXFP1 ag	LDHA inh	D1 antagonist	Vif-A3G inh
CC(C)c1onc(C(=O)NCc2ccc(Cl)cc2)c1[N+](=O)[O-]	1	-2%	-9	1%	-3	-0.4%	-8	10	-1%
Cc1cc(-c2nnc(SCC(=O)N3C(C)CCCC3C)o2)no1 (stereo not given)	1	-1%	0	4%	6	1.6%	0	-15	1%
COc1ccc(NC(=O)COC(=O)CC2CCCCC2)cc1	1	-2%	0	5%	-13	-2.2%	-10	5	2%
Cc1noc(NS(=O)(=O)c2ccc(N/C=C\C(=O)c3cccc4ccccc34)cc2)c1C	43*	6%	-1	9%	-15	-1.1%	-21	19	-4%
Cc1cccc(NS(=O)(=O)c2ccc(C)c(C(=O)N(C)C3CCN(C)CC3)c2)c1	1	-3%	2	9%	x	-2.3%	-4	-4	2%
Cc1ccc(S(=O)(=O)N2CCC(C(=O)OC(C)C(=O)N(C)c3ccccc3)CC2)cc1C (stereo not given)	1	1%	-4	12%	3	2.1%	-3	-1	4%
Cc1ccc(C(=O)N2CC(=O)Nc3ccc(F)cc3C2c2ccccc2)cc1[N+](=O)[O-] (stereo not given)	7	-5%	-10	0%	4	3.3%	0	2	-1%
NCCCCCC(=O)N/N=C/c1ccc2nccnc2c1	4	0%	7	6%	-2	-1.5%	2	1	0%
O=C(CCCc1ccccc1)Nc1nncs1	-3	-3%	3	0%	x	-0.2%	1	-6	0%
CCc1ccc(-c2cc(C)no2)cc1S(=O)(=O)N1CCN(c2ccc(F)cc2)CC1	5	-5%	-2	1%	-9	0.1%	1	-2	-12%
COc1ccc(CC(=O)Nc2ccc(-c3cn4ccccc4n3)cc2)cc1	2	1%	-1	0%	0	0.4%	-5	4	-6%
Cc1c(OCC(F)(F)F)ccnc1CSc1nc2ccccc2[nH]1	9	0%	-9	x	-5	0.2%	-3	3	-4%
OCC[C@@H]1C[C@H](O)[C@@H](O)[C@@]2(Cc3ccccc3CO2)O1	0	-3%	0	1%	3	-1.4%	-10	-69*	3%
C/C=N/N(c1ccccc1)c1ccccc1	0	0%	-4	-10%	-1	0.0%	-4	-14	3%
Cc1cc(C)cc(N=c2c([N+](=O)[O-])nn(-c3cccc(Cl)c3)n2O)c1	3	-1%	0	-16%	-11	0.4%	-1	-8	2%
O=C(CSc1nc2c(cnn2-c2ccc(F)cc2)c(=O)[nH]1)Nc1ccccc1C(F)(F)F	2	-1%	1	-1%	x	-1.1%	-12	3	1%
COc1ccccc1/C=C(\C#N)c1nc(-c2cc3ccccc3oc2=O)cs1	8	-1%	-1	-10%	2	1.6%	-1	0	-1%
COc1ccccc1NC(CC(=O)c1ccccc1)C(=O)OCC(=O)c1ccc(C)c(C)c1 (stereo not given)	-1	-2%	-3	-2%	8	-1.6%	-3	-9	-2%
COc1ccc(N(CC(=O)NCCC2=CCCCC2)S(=O)(=O)c2ccccc2)cc1	5	-5%	0	0%	-4	3.5%	0	-3	2%
CC(C)c1ccc2[nH]c3c(c2c1)[C@@H]1CCN2C(=O)CCC[C@H](C3)[C@H]12	13	19%	-5	-3%	x	-0.3%	3	19	7%
COc1cccc(C2C(=O)N(C3CCCCC3)CC(=O)N2Cc2ccc(F)cc2)c1 (stereo not given)	4	-1%	-1	-4%	6	-0.1%	-2	0	-1%
Cc1ccc(N=C2CCCCCN2C)c(C#N)c1	-4	-4%	11	-4%	0	-1.4%	3	0	1%
O=C(NNC1=NS(=O)(=O)c2ccccc21)C1CC(=O)N(c2ccccc2)C1 (stereo not given)	-1	-5%	10	3%	8	2.0%	-2	5	0%
COc1ccc(CNC(=O)COC(=O)c2ccc(Br)cc2)cc1	-1	-2%	0	-8%	-3	0.2%	-2	-4	7%
CCCc1nc2ccc(NC(=O)c3ccco3)cc2c(=O)n1Cc1ccccc1Cl	-2	-3%	-4	x	0	2.4%	-10	-2	-1%
CC1CCCC(NC(=O)COC(=O)C2=COCCO2)C1C (stereo not given)	x	-6%	x	-9%	x	x	-4	x	-1%
CC1CCC(NC(=O)C2CC(O)CN2S(=O)(=O)c2ccc([N+](=O)[O-])cc2)CC1 (stereo not given)	x	-2%	x	-16%	x	x	1	x	1%
Later entries
SMILES	D1 agonist	Glioma ERSR ind	D1 potentiator	Vif-APOBEC3F blk	D2 PAM	RXFP1 ag	LDHA inh	D1 antagonist	Vif-A3G inh
O=C(/C=C/c1ccccc1)NNC(=O)c1cccc(Cl)c1	0	-4%	-5	-1%	10	1.3%	-4	-1	2%
CCOc1ccccc1NC(=O)N1CCC(n2nnc3cc(C)ccc32)CC1	0	-5%	3	-4%	7	1.3%	1	-2	-1%
O=C(NCc1ccccc1Cl)c1ccncc1	1	-3%	-3	0%	6	-1.2%	-3	-7	-2%
COc1ccc(NC(=O)C2CC(=O)N(Cc3ccc(C)cc3)C2)cc1S(=O)(=O)N1CCCCC1 (stereo not given)	4	-2%	-6	-1%	-11	-1.6%	5	-22	2%
O=C(COC(=O)c1cccc(Br)c1)NCC1CCCO1 (stereo not given)	x	-2%	x	-7%	x	x	-6	x	0%
Cc1ccc(C(=O)C2CCOC(C)(C)C2)cc1 (stereo not given)	-1	-2%	4	-2%	6	-0.9%	1	-21	1%
CCOc1ccc(NC(=O)CN2CCN(C3CCCCC3)C(=O)C2=O)cc1	3	-2%	1	6%	-2	3.9%	-2	-11	6%

Compound activity (PubChem)
